High-throughput results from PubChem BioAssay.
C2C12 statin: suppressors of statin myotoxicity in C2C12 myotubes, primary screen, cell-based, single point, plate reader; C2C12 myotubes + simvastatin, ATP luminescence, 48 h; scaled: DMSO 0, geranylgeraniol control 100; rescue of ATP level, % at 7.49 µM; actives 0.78% (n = 330,000); AID 602340, 2012;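 active = mean ATP rescue above about 67%, or every replicate alone reaching that limit, limit read from the data, passing the limit was not always enough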;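 note: myotubes were challenged with 10 µM simvastatin during compound exposure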
PAX8 inh HTS: inhibitors of PAX8-driven TPO luciferase reporter, primary screen, RMG-I cells, single concentration | actives 1.2% (n = 360,000) | inhibition, % at 12.6 µM | AID 652154, 2013 | SteadyGlo, 24 h;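 active = mean replicate inhibition at least 60% with every replicate also reaching 60%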;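 note: luciferase light reporting Pax8 driven TPO promoter activity; plate controls were median of neutral control wells for no effect and mitoxantrone controls for full effect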
LGR2 inh: inhibitors of bursicon-induced LGR2 CRE-luciferase signal, primary screen, cell-based, HEK293, CRE-luciferase reporter, bursicon stimulation; inhibition, % at 9.99 µM; bursicon-stimulated, 4 h; actives 0.35% (n = 380,000); Drosophila bursicon receptor LGR2 (rickets);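 active = drop in luminescence signal, shown as inhibition above about 50% in the replicate tests, limit read from the data, passing the limit was not always enough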;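 note: agonist challenge used bursicon conditioned medium at about half maximal strength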
ARNT-TACC3 inh: disruptors of ARNT/TACC3 protein interaction, primary screen, biochemical, AlphaScreen, single concentration; inhibition, % at 9.99 µM; actives 0.66% (n = 390,000); Transforming acidic coiled-coil-containing protein 3 (Homo sapiens), Q9Y6A5; AID 623870, 2012; AlphaScreen His-ARNT PAS-B/GST-TACC3 binding, luminescence; TACC3 fragment carries E629A point mutation;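 active = mean inhibition of replicates at least 50% and at least half of replicates each reaching 50%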;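 note: 0% = complete ARNT plus TACC3 wells and 100% = ARNT alone without TACC3; many hits fall short of the cut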
Cneo AK release: Cryptococcus neoformans cell lysis inducers, primary screen, AK release luminescence, single concentration. AID 651654, 2012. lysis activity, % at 15 µM. actives 0.2% (n = 360,000). C. neoformans lysis, adenylate kinase release luminescence, 4 h; normalised: neutral wells 0, clomiphene wells 100;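 active = mean lysis activity across replicates of at least 80%, whatever share of replicates individually reach that level; inactive = mean lysis activity below 80%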
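Material: C. neoformans cells; Schedule: 4 h static compound exposure, 37 °C, read 1 h post-reagent; Measured by: adenylate kinase release luminescence; Read-out: signal increase indicating cell lysis; Controls: Clomiphene as positive lysis control.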
PglD inh: C. jejuni PglD acetyltransferase inhibitors, primary screen, biochemical, DTNB colorimetric, single point; inhibition, % at 12.5 µM; purified PglD enzyme, DTNB colorimetric CoA detection; actives 0.098% (n = 360,000); UDP-N-acetylbacillosamine N-acetyltransferase PglD (Campylobacter jejuni); AID 602405, 2012; in the data active = inhibition above about 16%, passing the limit was not always enough; note: strong numbers were not always called active
GSIS activator: GLuc luminescence reporter in INS-1E cells, primary screen for activators of glucose-dependent secretion of insulin; actives 0.61% (n = 370,000); activation, % at 16.6 µM; AID 743287, 2014; INS-1E GLuc reporter insulin secretion, 2-3 h;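 active = lowest replicate activation of at least 40%, so every replicate reaches that level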;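 note: 0% = median of neutral control wells and 100% = median of IBMX positive control wells; some compounds called inactive have numbers as strong as hits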
PGC1a acetyl inh: inhibitors of PGC1a acetylation signal, primary screen, cell-based, U2OS, AlphaScreen, inhibitor mode; AlphaScreen anti-acetyl-lysine; with virally co-expressed GCN5 acetyltransferase; inhibition, % at 15.6 µM; actives 0.17% (n = 350,000);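 active = every replicate shows inhibition of at least 40%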;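 note: 0% = neutral control wells and 100% = positive control wells; some results beyond the cut were filed as inactive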
An asterisk follows results filed as active; . = no result given; & = joins results of further samples.

cpd	SMILES	LGR2 inh	PGC1a acetyl inh	ARNT-TACC3 inh	PAX8 inh HTS	PglD inh	Cneo AK release	GSIS activator	C2C12 statin
1	O=C1CCCN1C(=O)CSc1nnnn1-c1ccccc1	-4.3	-9.2	-2.7	2.4	1.3	-1.0	2.2	-9.9
2	O=[N+]([O-])c1cccc(S(=O)(=O)NCCOc2cccc3cccnc23)c1	-13.4	.	1.5	6.3	-4.6	10.2	18.6	.
3	COc1ccc(CCNC(=O)C2CCN(Cc3nc(-c4ccc(Cl)cc4)oc3C)CC2)cc1OC	-12.5	-7.1	1.3	11.4	0.0	1.0	10.0	.
4	CCCCNC(=O)C1(C)CCCCN1C(=O)c1cc(C#N)cs1 (configuration not stated)	-3.0	1.4	.	6.9	0.7	0.4	.	-5.4
5	Cc1ccc(NS(=O)(=O)c2cn(C)c(=O)n(C)c2=O)c(C)c1	11.8	-4.8	0.8	-14.6	-2.3	-0.3	17.4	-5.1
6	Cc1cccc(C)c1NC(=O)CCCSc1nnc(-c2ccc(F)cc2)n1-c1ccccc1	0.5	.	0.9	18.3	4.4	1.7	.	.
7	COc1cccc(CNC(=O)[C@@H](C)N2C(=O)N3CCc4c([nH]c5ccc(OC)cc45)C3(C)C2=O)c1 (some centres not stated)	11.8	-11.8	.	.	1.6	4.8	-27.2	-2.3
8	Cc1cccc(NC(=O)C2CCCN(S(=O)(=O)c3ccc4[nH]c(=O)ccc4c3)C2)c1 (configuration not stated)	-13.8	1.8	-6.2	1.7	-3.8	-1.1	9.3	11.0
9	COc1cccc2cc(C(=O)C3=C(O)C(=O)N(CCN(C)C)C3c3ccc(Cl)cc3)oc12 (configuration not stated)	-0.2	-1.9	2.1	1.0	.	.	-1.6	7.4
10	Cc1cc(C(=O)NC2CC(C)(C)Cc3c2cnn3-c2ccc(F)cc2)nn1C (configuration not stated)	-19.5	-3.2	13.1	-15.5	-0.7	-2.0	-3.4	-0.9
11	CCC(=O)Nc1ccc2c(c1)OC[C@H](C)N(Cc1ccncc1)C[C@@H](C)[C@@H](OC)CN(C)C2=O	-7.1	8.7	-20.2	1.4	-2.8	-0.5	2.7	-3.3
12	CC(NCc1ccc(S(N)(=O)=O)cc1)C(=O)Nc1cccc(Cl)c1 (configuration not stated)	8.8	4.1	-1.4	-9.4	0.5	1.3	24.1	.
13	CCCN(CCC)C(=O)C1CCC(CNS(=O)(=O)c2cccc3nsnc23)CC1 (configuration not stated)	-3.6	-3.0	0.4	10.8	6.9	10.6	-4.8	5.2
14	CC(=O)Nc1nc(-c2ccc3ccccc3c2)cs1	-98.6	-5.7	-1.2	-133.4	-5.2	0.0	8.2	1.6
15	CCOc1ccc(CN2CCN(Cc3c[nH]c4ccccc34)CC2)cc1	-2.2	-1.4	5.5	25.5	-10.6	0.1	-27.9	26.3
16	Cc1noc(C)c1NC(=O)N(C)C[C@@H]1Oc2ccc(NC(=O)C3CC3)cc2C(=O)N([C@H](C)CO)C[C@@H]1C	-7.3	-2.7	0.0	7.5	3.6	2.4	-5.5	1.4
17	COc1ccc(C(=O)NCc2nnc(SCC(=O)c3ccc(F)cc3)n2C)cc1OC	3.0	-12.1	-0.2	0.0	1.7	-2.2	-36.7	5.8
18	CCC(=O)N(C)C[C@H]1Oc2cc(-c3cccc(C#N)c3)ccc2S(=O)(=O)N([C@H](C)CO)C[C@@H]1C	-0.6	12.4	-2.6	.	2.6	-0.2	-3.5	.
19	COc1ccc(C[C@@H]2CCn3cc(nn3)COC[C@H](C(C)C)NC2=O)cc1	6.3	.	.	-8.7	.	3.8	12.7	.
20	COc1ccc([C@H]2CC(=O)C=C(c3ccc(F)nc3)C2)cc1OC	.	42.9	2.0	3.2	5.8	-0.9	.	89.6*

Copied from above, two compounds:
cpd	SMILES	LGR2 inh	PGC1a acetyl inh	ARNT-TACC3 inh	PAX8 inh HTS	PglD inh	Cneo AK release	GSIS activator	C2C12 statin
16	Cc1noc(C)c1NC(=O)N(C)C[C@@H]1Oc2ccc(NC(=O)C3CC3)cc2C(=O)N([C@H](C)CO)C[C@@H]1C	-7.3	-2.7	0.0	7.5	3.6	2.4	-5.5	1.4
17	COc1ccc(C(=O)NCc2nnc(SCC(=O)c3ccc(F)cc3)n2C)cc1OC	3.0	-12.1	-0.2	0.0	1.7	-2.2	-36.7	5.8

More entries
cpd	SMILES	LGR2 inh	PGC1a acetyl inh	ARNT-TACC3 inh	PAX8 inh HTS	PglD inh	Cneo AK release	GSIS activator	C2C12 statin
21	CCOc1ccc(NC(=O)c2ccc(NC(=O)c3ccc(NC(N)=O)cc3)cc2)cc1	-20.2	-7.7	.	-2.0	5.7	-0.4	-14.0	-2.5
22	CC1CCCC(C)N1C(=O)Cn1cc(/C=C2/C(=O)Nc3ccccc32)c2ccccc21 (configuration not stated)	.	-13.8	3.7	.	8.6	-1.1	.	26.7
23	COc1cc2c(c(OC)c1O)C(=O)CO2	-8.4	.	35.8	-6.5	2.8	-0.4	7.2	-0.2
24	CCOc1ccccc1NC(=O)C1CCCN(S(=O)(=O)c2ccc3c(c2)C(C)(C)C(=O)N3C)C1 (configuration not stated)	14.6	-1.2	1.7	14.0	-3.3	-0.2	.	3.2
25	OCCNc1c2ccccc2nc2c(F)c(F)c(F)c(F)c12	-7.0	.	-5.0	36.1	.	.	9.9	.
26	C/C(=N\NC(=O)COc1ccccc1-c1ccccc1)c1ccc(O)cc1O	23.4	.	0.3	41.9	.	.	0.3	.
27	C/C(=N\NC(=O)c1ccoc1C)c1cccc2ccccc12	-1.8	-3.6	.	6.0	2.5	1.8	-14.0	-11.0
28	Cc1cccc(NC(=O)c2ccc(S(=O)(=O)NCc3ccco3)cc2)n1	-36.3	.	6.7	-53.7	-0.2	0.8	-11.4	-2.7
29	COc1ccc(-c2cc(-c3ccccc3)c(C#N)c(SCC(=O)O)n2)cc1	9.4	8.9	-17.5	3.4	5.9	-5.3	-39.9	-2.5
30	CN(C)CCNC(=O)/C(=C/c1cccc([N+](=O)[O-])c1)NC(=O)c1ccccc1	5.9	.	-2.6	-6.3	.	.	6.6	.
31	COc1ccc(CCn2c(C)cc(C(=O)CSc3nnnn3-c3ccccc3)c2C)cc1	-0.8	-11.2	-2.2	.	3.5	.	7.2	0.1
32	CCOC(=O)N1CCN(C(=O)COc2ccc(S(=O)(=O)NCc3ccccc3)cc2)CC1	.	5.6	.	.	1.9	1.9	.	7.9
33	CCCNC(=S)NC1CC2CCC(C1)N2Cc1ccccc1 (configuration not stated)	5.8	13.3	15.1	.	4.6	-1.1	4.8	-20.6
34	CCOC(=O)C1CCN(c2cc3c(cc2NC(=O)c2ccc(F)cc2)n(C)c(=O)n3C)CC1	5.6	-2.9	27.9	-6.4	1.3	4.2	9.5	19.1
35	CC1CCCN(C(=O)C2CCN(S(=O)(=O)c3ccc4c(c3)CC(C)N4C(=O)C3CC3)CC2)C1 (configuration not stated)	-19.5	7.3	4.8	7.2	-3.1	-1.0	-19.8	0.4
36	Cc1cc(C)c2nc(NC(=O)C3CCCO3)sc2c1 (configuration not stated)	.	-20.7	-19.7	.	2.7	-1.3	.	3.9
37	CCC(CC)c1nnc(NC(=O)c2ccc(S(=O)(=O)N3CCc4ccccc4C3)cc2)s1	.	5.6	-0.6	17.2	-7.4	-1.3	.	.
38	O=C(N/N=C(\Cc1ncc[nH]1)c1ccccc1)c1ccncc1	14.5	15.9	64.0*	34.2	0.8	-8.5	5.2	-7.6
39	COc1cc(C(=O)O/N=C(\N)c2cccc([N+](=O)[O-])c2)cc(OC)c1OC	3.8	5.6	-4.5	-77.0	6.4	4.0	-4.5	-8.1
40	Cc1nnc(SCC(=O)Nc2ccc(S(=O)(=O)N3CCCC3)cc2)n1N	.	-3.4	5.4	-7.9	2.1	-3.2	1.8	27.2
41	O=C1NN(c2ccccc2)C(=O)/C1=C\c1cccn1-c1ccc(Cl)c([N+](=O)[O-])c1	.	36.7	5.5	38.6	-5.8	-1.3	.	0.3
42	CN1C(=O)c2cc(NC(=O)c3cccc(F)c3)ccc2OC[C@H]2O[C@H](CC(=O)NCC3CCCCC3)CC[C@@H]21	-20.0&-4.7	.	-1.7&-1.3	11.1&15.1	0.9&2.5	-5.7&7.5	-17.8&-16.3	36.0&23.7
43	CCOC(=O)N1CCC(n2c(SCC(=O)NCc3ccccc3)nc3ccccc3c2=O)CC1	.	-4.3	-10.8	.	0.3	1.0	.	0.1
44	CN(C)C(CNC(=O)c1ccc(NC(=O)c2cccs2)cc1)c1ccccc1 (configuration not stated)	-1.0	.	5.2	-14.4	2.5	-0.1	13.3	-0.8
45	CO[C@H]1CN(C)C(=O)c2cc(NC(=O)C3CC3)ccc2OC[C@H](C)N(CC2CC2)C[C@@H]1C	0.9	9.6	-8.5	-5.0	0.3	-3.2	1.0	-5.0
46	O=C(c1ccco1)N1CCN(C(=O)N2CCCCC2)CC1	-7.2	.	-1.5	11.4	.	.	3.4	.
47	COc1ccc(CCC(=O)N2CCN(c3cccc(C)c3C)CC2)cc1	11.6	.	-7.3	14.2	-0.6	4.6	-29.8	13.7
48	CCOC(=O)C1C(=O)NC(c2ccccc2)=NC1c1ccc(F)cc1 (configuration not stated)	.	4.1	-4.3	.	1.6	1.5	.	-6.7
49	COC(=O)CNc1nc(Cl)nc(Nc2ccc(C)cc2)n1	-26.5	-9.2	5.3	-17.9	-6.8	-0.8	1.4	-1.5
50	COc1ccc(CN(C)C[C@H]2OCc3cn(nn3)CCCC(=O)N([C@@H](C)CO)C[C@@H]2C)cc1	-8.6	6.6	-6.0	5.0	-0.3	4.6	-2.5	11.6

Full records as entered above. Order of screens: LGR2 inh | PGC1a acetyl inh | ARNT-TACC3 inh | PAX8 inh HTS | PglD inh | Cneo AK release | GSIS activator | C2C12 statin
Shown for `Cc1cc(C(=O)NC2CC(C)(C)Cc3c2cnn3-c2ccc(F)cc2)nn1C` (configuration not stated) = -19.5 | -3.2 | 13.1 | -15.5 | -0.7 | -2.0 | -3.4 | -0.9
Shown for `C/C(=N\NC(=O)c1ccoc1C)c1cccc2ccccc12` = -1.8 | -3.6 | . | 6.0 | 2.5 | 1.8 | -14.0 | -11.0
Shown for `CCOC(=O)N1CCC(n2c(SCC(=O)NCc3ccccc3)nc3ccccc3c2=O)CC1` = . | -4.3 | -10.8 | . | 0.3 | 1.0 | . | 0.1
Shown for `Cc1ccc(NS(=O)(=O)c2cn(C)c(=O)n(C)c2=O)c(C)c1` = 11.8 | -4.8 | 0.8 | -14.6 | -2.3 | -0.3 | 17.4 | -5.1
Shown for `CO[C@H]1CN(C)C(=O)c2cc(NC(=O)C3CC3)ccc2OC[C@H](C)N(CC2CC2)C[C@@H]1C` = 0.9 | 9.6 | -8.5 | -5.0 | 0.3 | -3.2 | 1.0 | -5.0
